HCV inh: inhibitors of hepatitis C virus infection | Huh7.5.1 HCVcc-Cre infection, luciferase reporter, 44 h | Potency, µM (doses to about 41.8 µM), without a hit: at the highest dose activity change, negative = inhibition, hits mostly inhibitors | actives 3.4% (n = 340,000) | AID 651820; further: potency means the concentration at half of the fitted maximal effect; on the % scale 0 is the no-effect control and ±100 the full control effect
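Compounds are dispensed onto cells plated 4 h earlier at 1,000 per well, with HCVcc-Cre virus (about 0.5 moi) added next. Following 44 h of culture, luminescent signal is measured for 15 sec after 15 min with substrate at room temperature.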
Pf growth 48h: inhibits P. falciparum growth in the first generation, 48 h. P. falciparum luciferase growth in erythrocytes, 48 h. Potency, µM (top dose mostly 28.7 µM), inactives show at the highest dose activity change, negative = inhibition, actives largely listed as inhibitors. actives 5.9% (n = 310,000); further: potency means the concentration at half of the fitted maximal effect; on the % scale 0 is the no-effect control and ±100 the full control effect
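Luciferase-expressing parasites in RBCs, 2% Hct / 0.1% parasitemia final; RPMI 1640 + 0.5% Albumax; 37 C, 5% CO2, one generation; luminescence read-out, lower signal = inhibition.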
Pf growth 96h: P. falciparum growth inhibition at 96 hours | P. falciparum luciferase reporter growth, 96 h | Potency, µM (titrated, usually from 28.7 µM), for the others: top-dose activity change, negative = inhibition, hits mostly inhibitors | actives 6.9% (n = 320,000) | AID 504834; further: potency means the concentration at half of the fitted maximal effect; on the % scale 0 is the no-effect control and ±100 the full control effect
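96 h incubation, 37 C, 5% CO2, of luciferase-reporter P. falciparum-infected RBCs (2% hematocrit, 0.05% parasitemia final) with test compounds; endpoint luminescence.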
LmPK inh: blocks Leishmania mexicana pyruvate kinase activity | Potency, µM (doses to about 57.5 µM), inactives show top-dose activity change, negative = inhibition, usual class: inhibitors | Q27686 | purified LmPK, Kinase-Glo ATP luminescence, 1 h | actives 0.37% (n = 290,000); further: potency means the concentration at half of the fitted maximal effect; on the % scale 0 is the no-effect control and ±100 the full control effect
Target sequence (Q27686 whole entry, looked up): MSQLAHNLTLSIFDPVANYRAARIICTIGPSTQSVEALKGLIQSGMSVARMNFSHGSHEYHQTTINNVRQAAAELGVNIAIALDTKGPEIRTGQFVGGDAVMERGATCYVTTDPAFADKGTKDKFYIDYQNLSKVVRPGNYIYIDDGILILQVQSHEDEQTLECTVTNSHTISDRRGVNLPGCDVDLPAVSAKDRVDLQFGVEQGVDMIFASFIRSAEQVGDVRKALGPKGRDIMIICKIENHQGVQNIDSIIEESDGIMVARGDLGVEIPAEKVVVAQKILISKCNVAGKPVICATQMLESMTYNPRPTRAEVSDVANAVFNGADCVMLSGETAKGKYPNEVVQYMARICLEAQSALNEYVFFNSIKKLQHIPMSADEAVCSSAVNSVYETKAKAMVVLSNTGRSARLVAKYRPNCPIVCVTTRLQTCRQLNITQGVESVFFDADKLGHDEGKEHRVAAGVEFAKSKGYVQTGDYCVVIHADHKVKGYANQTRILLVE
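Purified LmPK (0.1 nM) with 0.5 mM PEP and 0.1 mM ADP in imidazole buffer pH 7.2 with MgCl2/KCl, 1 h at room temperature. ATP formed was read by luciferase luminescence and normalized to no-enzyme and uninhibited controls.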
Cycloheximide cs: counter-screen for Shiga toxin inhibitors: cycloheximide protein synthesis inhibition; AID 2314; cell reporter, cycloheximide protein synthesis inhibition counterscreen; actives 12% (n = 300,000); max response, %; in the data active means max response mostly above about 13%, no sharp cut-off; inactive means mostly below about 14%; further: read at 38.3 µM for the half of the compounds with a filed dose; 0% is about no effect
Shiga inhibitor: Shiga toxin inhibition; Vero cells, Shiga toxin protein synthesis inhibition reporter; inhibition, % at 38.7 µM; actives 9.2% (n = 290,000); AID 2315; in the data active means inhibition mostly above about 28%, no sharp cut-off; inactive means mostly below about 43%; further: 0% is about no effect
TbPYK inhibitor: inhibitors of Trypanosoma brucei pyruvate kinase; Q57TT1; TbPYK enzyme, Kinase-Glo Plus ATP luminescence, 45 min; Potency, µM (titrated, usually from 76.8 µM), for the others: top-dose activity, negative = inhibition, hits mostly inhibitors; actives 0.12% (n = 410,000); AID 624173; further: potency means the concentration at half of the fitted maximal effect; on the % scale 0 is the no-effect control and ±100 the full control effect; nearly all actives have a fitted effect of over 50% in size
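ADP (130 uM final) triggers the TbPYK reaction after compound addition; incubation is 45 min at room temperature. Kinase-Glo Plus is then added and luminescence imaged. Normalized data are fitted to concentration-effect curves.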
* = called active by the depositor; u = inconclusive; x = not tested or not shown; + = active, no number; & = joins results of further samples; [ ] = dose if it differs, or a comment. Unless noted, the call rests on the fitted dose curve; in most records, active means well fitted curve in the direction sought with a large enough effect; inconclusive means small, poorly fitted or top-dose-only effect, or another doubt; inactive means no such curve, though single readings can be large; an effect the other way counts as inactive or inconclusive. Not a hit list; overall some 24% were active at least once.

SMILES | HCV inh | Pf growth 48h | Pf growth 96h | LmPK inh | Cycloheximide cs | Shiga inhibitor | TbPYK inhibitor
Cc1ccc(C(=O)NCCSC(C)(C)C)cc1 | 9% | x | 72%[activator] | -5% | 43* | 31 | 2%
O=C(NCCc1ccccc1F)C1CCC(=O)N(CCCN2CCCC2=O)C1 (configuration not stated) | 2% | 10% | u | 2% | 2 | -1 | 0%
Fc1cccc(CN2CCSCC2)c1 | 18% | 5% | 107%[activator] | -2% | -4 | -5 | 0%
COc1ccc(-c2cc(-c3ccc(N)cc3)nc(N)c2C#N)cc1OC | u | u | 5% | 4% | 17 | 12 | 2%
CCOC(=O)c1c(NC(=O)COC(=O)CNC(=O)c2ccc(Cl)cc2Cl)sc(C(=O)N(C)C)c1C | -22% | 2% | 14% | x | x | x | 7%
Clc1nc(-c2ccccn2)nc2scc(-c3ccccc3)c12 | u | u | -44% | -16% | 93* | + | 1%
CCCN(CCC)CCCNC(=O)C1CCN(S(=O)(=O)c2cccc3nsnc23)CC1 | 17% | 14% | 8% | 7% | -3 | -4 | -6%&1%
Cc1csc(NC(=O)C2CCN(S(=O)(=O)c3ccccc3F)CC2)n1 | u | 4% | u | 3% | 3 | 26 | -19%
O=C(Nc1ccc(S(=O)(=O)N2CCCC2)cc1)c1ccc([N+](=O)[O-])cc1 | -16% | u | u | -1% | 2 | -3 | 6%
COCCNC(=S)N(CCO)Cc1cc2cc3c(cc2[nH]c1=O)OCCO3 | 15% | 5% | 13% | -5% | 1 | 12 | -5%
Cc1ccc2nc(/C=C/c3cccc(F)c3)ccc2c1 | u | 254%[activator] | 287%[activator] | -6% | 65* | 90* | -3%
CCCc1nnc(NC(=O)CCC(=O)NCc2ccccc2Cl)s1 | 9% | 16% | u | -11% | -8 | -1 | -7%
CC1C(c2cccs2)=[N+]([O-])C(C)(C(=O)c2cccs2)N1O (configuration not stated) | 12% | 7% | 10% | -1% | -3 | -5 | -6%
C/C(=N\N(c1ccccc1)c1ccccc1)c1ccc(O)cc1 | -7% | u | u | 5% | -7 | -2 | -9%
CC(C)(CNC(=O)c1ccccc1NS(C)(=O)=O)N1CCCCC1 | 13% | 31% | 34%[activator] | -1% | -1 | 5 | -2%
CCCCN(C(=O)C1CCN(C(=O)c2ccccc2C)CC1)c1c(N)n(CCC)c(=O)[nH]c1=O | 34%[activator] | 13% | u | x | x | x | -2%
COC(=O)c1ccccc1NS(=O)(=O)c1cn(C)c(=O)n(C)c1=O | 26% | 4% | 17% | 0% | -1 | -5 | 4%
Cn1c(=O)c(NC2CCCCC2)c2c3c(cccc31)C(=O)c1ccccc1-2 | u | 13µM* | 0% | 6% | -1 | -4 | 11%
CCCCN(CC)CCCNC(=S)Nc1ccc2nc(N3CCN(C)CC3)cc(C)c2c1 | -30% | u | -1% | -5% | -2 | 21 | 0%
O=C(CSc1nnc(CNC(=O)c2cccs2)o1)Nc1ccc2c(c1)OCO2 | -9% | 0% | u | -3% | -2 | -17 | -8%

Fetched by structure from above:
SMILES | HCV inh | Pf growth 48h | Pf growth 96h | LmPK inh | Cycloheximide cs | Shiga inhibitor | TbPYK inhibitor
Cn1c(=O)c(NC2CCCCC2)c2c3c(cccc31)C(=O)c1ccccc1-2 | u | 13µM* | 0% | 6% | -1 | -4 | 11%
CCCN(CCC)CCCNC(=O)C1CCN(S(=O)(=O)c2cccc3nsnc23)CC1 | 17% | 14% | 8% | 7% | -3 | -4 | -6%&1%

Further structures
SMILES | HCV inh | Pf growth 48h | Pf growth 96h | LmPK inh | Cycloheximide cs | Shiga inhibitor | TbPYK inhibitor
O=c1cc(O)n(-c2ccc(F)cc2)c(=S)[nH]1 | -2% | x | u | -6% | 10 | 27 | u
CC1CCc2nn(CC(=O)NC3CCCC3)cc2C1 (configuration not stated) | 8% | x | 10% | -2% | 8 | 4 | 4%
O=C(CSc1nnc2ccccn12)NNC(=O)c1ccccc1 | -4% | 8% | 14% | 1% | 9 | 16 | 0%
CCOc1ccc(C(=S)N2CCOCC2)cc1 | -3% | x | 45%[activator] | 1% | -3 | 11 | -3%
CCCn1c(=O)c2ccccc2n2c(SCC(N)=O)nnc12 | 9% | 10% | 28% | -5% | -1 | -6 | 1%
COc1ccc(OC)c(/C=N/n2c(-c3n[nH]c4c3CCC4)n[nH]c2=S)c1 | 2% | u | -4% | -10% | 7 | 4 | 3.5µM*
Cc1nc(-c2ccc(C(=O)NCCO)cc2)cs1 | 21% | 177%[activator] | 116%[activator] | 6% | 37* | 40 | 0%
COC(=O)C1CCN(C(=O)COC(=O)c2cc(-c3ccccc3)nc3ccc(OC)cc23)CC1 | 17% | 13µM* | u | x | x | x | 5%
CCOc1ccc(-n2nnnc2SCC(=O)Nc2ccc(NC(C)=O)cc2)cc1 | -26% | 49%[activator] | 49%[activator] | -8% | -2 | -4 | 0%
O=C(O)c1ccc(N/N=C2/CCSc3ccc(F)cc32)cc1 | 18% | 10% | 57%[activator] | 0% | 38* | 34 | -2%
O=S(=O)(NC1CCc2ccccc21)c1ccc(S(=O)(=O)N2CCCC2)cc1 (configuration not stated) | 11µM* | u | u | 9% | -4 | -6 | 6%
COc1ccc(CCC(=O)NCc2cn3ccc(C)cc3n2)cc1 | 6% | -1% | -2% | -2% | -2 | 7 | 2%
Cn1c(SCC(=O)Nc2ccc(NC(=O)c3cccs3)cc2)nnc1-c1ccncc1 | u | -1% | 28% | 4% | -2 | -4 | 1%
Cc1nnc(NC(=O)c2c(-c3ccccc3)noc2C)s1 | 7% | 32%[activator] | u | -10% | -2 | 1 | -5%
COc1cccc(-c2ncc3ccccc3c2COC(=O)c2ccc(C(F)(F)F)cc2)c1 | 16% | u | 2.9µM* | x | x | x | 3%
O=C(NC1CCCCC1)N1CCN(c2ncccn2)CC1 | 11% | x | 45%[activator] | -1% | -1 | -13 | 2%
Cc1cc(S(=O)(=O)N2CCCC2)ccc1OCC(=O)NCc1ccco1 | 8% | -19% | x | -6% | 1 | -5 | 3%
COc1ccc(OC)c(CNC(=O)c2nn(C)c3c2CS(=O)(=O)c2ccccc2-3)c1 | -18% | -12% | 3% | -2% | -1 | -10 | 1%&-7%
CCCN(CCC)S(=O)(=O)c1ccc(NC(=O)COc2ccccc2)cc1 | -5% | x | 9.3µM* | 7% | -4 | -14 | 1%
Cc1ccc(C(=O)Nc2cccc(S(=O)(=O)N3CCOCC3)c2)cc1[N+](=O)[O-] | u | u | u | 4% | -2 | -2 | 7%
COCc1cc(C)nc(SCC(=O)Nc2cc3c(cc2C#N)OCO3)c1C#N | 10µM* | 3% | 12% | 3% | -4 | -34 | u
COc1ccc(C(CNC(=O)CCNC(=O)c2ccccc2OC)N2CCCC2)cc1 (configuration not stated) | 1%[8.37 µM] | u | 12µM* | x | x | x | -10%
Cc1cc(C)nc(N2CCC(C(=O)NCCc3ccc(Cl)cc3)CC2)n1 | 1% | u | -16% | 10% | -6 | 20 | -1%
Cc1cccc2nc(COc3ccc(-c4ccccc4)cc3)cn12 | x | 38%[activator] | 32%[activator] | 25µM* | 43* | 85* | x
CCOCCCn1c(SCC(=O)NCc2ccc3c(c2)OCO3)nc2ccccc2c1=O | -15% | u | u | 1% | -1 | -11 | -5%
CCN(C(=O)COC(=O)c1ccccc1SCC(=O)N1CCCC1)C1CCS(=O)(=O)C1 (configuration not stated) | 6% | 0% | -1% | x | x | x | -1%
COC(=O)C(Cc1ccc(O)cc1)NC(=O)CCc1ccco1 (configuration not stated) | 17% | 12% | -45% | 5% | -1 | -11 | 3%
CC(=O)Nc1ccc(NC(=O)CN(c2cc(Cl)ccc2Cl)S(C)(=O)=O)cc1 | 3% | 6% | u | -1% | -2 | -11 | 1%
CCOP(=O)(OCC)c1cccc(P(=O)(c2ccccc2)c2ccccc2)c1O | 1% | u | -4% | -9% | 6 | 5 | 2%
O=C1c2ccccc2CC1Sc1nnc(-c2ccccn2)o1 (configuration not stated) | 2% | u | 13µM* | -8% | 17* | 75* | -22%
COC(=O)c1ccc(NC(=O)C2CCCN2C(=O)OCc2ccccc2)cc1 (configuration not stated) | -18% | 3% | 5.9µM* | 8% | -6 | -14 | 0%
COC(=O)C1(C(C[N+](=O)[O-])c2ccco2)C(=O)NCC1c1ccccc1 (configuration not stated) | 19% | u | 8% | 0% | -2 | -5 | 1%
O=C(c1cc(-c2ccccc2O)on1)N1CCOCC1 | 7% | 114%[activator] | 212%[activator] | -13% | 31* | 80* | -4%
Cc1c([N+](=O)[O-])cc(S(=O)(=O)Nc2ccc(-c3ccc(N4CCCC4)nn3)cc2)cc1[N+](=O)[O-] | -1% | -1% | -1% | x | x | x | 2%
C/C(=N\N=C1\NC(=O)C(CC(=O)NCc2ccccc2)S1)C(C)C (configuration not stated) | -10% | 5% | 72%[activator] | 6% | -3 | 11 | -3%
Cc1c(C(=O)O)[nH]c2c1C(=O)CC(c1ccc(C(C)(C)C)cc1)C2 (configuration not stated) | 16% | 9% | u | -5% | 2 | 15 | -6%

14 of the compounds above, tab-delimited.
Compound	HCV inh	Pf growth 48h	Pf growth 96h	LmPK inh	Cycloheximide cs	Shiga inhibitor	TbPYK inhibitor
Cc1cc(C)nc(N2CCC(C(=O)NCCc3ccc(Cl)cc3)CC2)n1	1%	u	-16%	10%	-6	20	-1%
Cc1cccc2nc(COc3ccc(-c4ccccc4)cc3)cn12	x	38%[activator]	32%[activator]	25µM*	43*	85*	x
CCOCCCn1c(SCC(=O)NCc2ccc3c(c2)OCO3)nc2ccccc2c1=O	-15%	u	u	1%	-1	-11	-5%
CCN(C(=O)COC(=O)c1ccccc1SCC(=O)N1CCCC1)C1CCS(=O)(=O)C1 (configuration not stated)	6%	0%	-1%	x	x	x	-1%
COC(=O)C(Cc1ccc(O)cc1)NC(=O)CCc1ccco1 (configuration not stated)	17%	12%	-45%	5%	-1	-11	3%
CC(=O)Nc1ccc(NC(=O)CN(c2cc(Cl)ccc2Cl)S(C)(=O)=O)cc1	3%	6%	u	-1%	-2	-11	1%
CCOP(=O)(OCC)c1cccc(P(=O)(c2ccccc2)c2ccccc2)c1O	1%	u	-4%	-9%	6	5	2%
O=C1c2ccccc2CC1Sc1nnc(-c2ccccn2)o1 (configuration not stated)	2%	u	13µM*	-8%	17*	75*	-22%
COC(=O)c1ccc(NC(=O)C2CCCN2C(=O)OCc2ccccc2)cc1 (configuration not stated)	-18%	3%	5.9µM*	8%	-6	-14	0%
COC(=O)C1(C(C[N+](=O)[O-])c2ccco2)C(=O)NCC1c1ccccc1 (configuration not stated)	19%	u	8%	0%	-2	-5	1%
O=C(c1cc(-c2ccccc2O)on1)N1CCOCC1	7%	114%[activator]	212%[activator]	-13%	31*	80*	-4%
Cc1c([N+](=O)[O-])cc(S(=O)(=O)Nc2ccc(-c3ccc(N4CCCC4)nn3)cc2)cc1[N+](=O)[O-]	-1%	-1%	-1%	x	x	x	2%
C/C(=N\N=C1\NC(=O)C(CC(=O)NCc2ccccc2)S1)C(C)C (configuration not stated)	-10%	5%	72%[activator]	6%	-3	11	-3%
Cc1c(C(=O)O)[nH]c2c1C(=O)CC(c1ccc(C(C)(C)C)cc1)C2 (configuration not stated)	16%	9%	u	-5%	2	15	-6%
